BL2 CD40 inh: CD40 pathway inhibition in BL2 cells; inhibition, % at 10 µM; BL2 NF-kB luciferase reporter, CD40L-induced, 4 h; actives 0.94% (n = 83,000); AID 1053188;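 active = mean inhibition of at least 50% with a set share of replicates also reaching that level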;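 also: 0% = neutral control wells and 100% = IKK inhibitor VII at 50 µM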
Numbers without * were called inactive; [ ] = dose if it differs, or a comment. Not all compounds are listed; count on the stated rates, not on these rows.

smiles	BL2 CD40 inh
CC(=O)N1CCN(C(=O)c2cc(S(=O)(=O)Nc3ccc(S(C)(=O)=O)cc3)ccc2Cl)CC1	2
O=C(C/C=N\OCc1ccc([N+](=O)[O-])cc1)Nc1ccc(Cl)cc1	-1
O=S(=O)(c1cccs1)N1CCCCN2[C@@H](CO)[C@@H](c3ccc(/C=C/c4ccccc4)cc3)[C@@H]2C1	-4[25 µM]
Cn1c2ccccc2c2cnn(CC(=O)Nc3ccc(Cl)cc3)c(=O)c21	-2
COc1ccc(CN(C)C[C@H]2Oc3c(NS(=O)(=O)c4cccs4)cccc3C(=O)N([C@@H](C)CO)C[C@@H]2C)cc1	4
Cc1c(C(=O)O)nnn1-c1nonc1N	-6
CN(CC(=O)Nc1ccc(F)cc1)C(=O)c1cc(-c2cccs2)nn1-c1ccccc1	15
COc1ccc(NS(=O)(=O)c2ccc(C)c(C(=O)OC(C)C(=O)N3CCOCC3)c2)cc1 (stereo not given)	5
COc1ccccc1C#Cc1ccc2c(c1)[C@H]1[C@H](CCN1S(=O)(=O)c1cccc(C)c1)[C@@H](CO)N2	-4[25 µM]
Nc1ccc2c(=O)[nH][nH]c(=O)c2c1	3
CCN(CC(=O)Nc1ccccc1C(F)(F)F)C(=O)CCOc1ccc(C)cc1	4
CCN(C(=O)CSc1nnc(-c2cccc(Cl)c2)n1N)c1c(N)n(Cc2ccccc2)c(=O)[nH]c1=O	6
COc1ccc(S(=O)(=O)N2CCCC2CNC(=O)C(=O)NC2CC2)cc1 (stereo not given)	8
CC(C)(C)NC(=O)Cn1c(Cl)nc2ccccc21	4
CN1CCCCN2[C@@H](CO)[C@@H](c3ccc(/C=C/c4ccccc4)cc3)[C@@H]2C1	-58[25 µM]
CCOC(=O)c1c(C)c(C(=O)NC(C)COC)c(C)n1C (stereo not given)	18
O=S(=O)(c1ccc(-c2csc(-c3cccnc3)n2)cc1)N1CCCCC1	10
Fc1ccc(-c2nnc(SCc3ncc(-c4ccccc4)o3)n2CC2CCCO2)cc1 (stereo not given)	12
CCCNC(=O)N1C[C@H]2[C@@H](c3ccccc31)[C@H](CO)N2Cc1ccc2c(c1)OCO2	11[25 µM]
CCOC(=O)c1c(NC(=O)c2nc3n(n2)C(C(F)F)CC(C)N3)sc2c1CCCC2 (stereo not given)	16
O=C1N(Cc2ccccc2)CCCC12CCCN(Cc1ccccc1)C2=O	-4
CCCCn1c(N)c(N(CCOC)C(=O)c2cc3c(s2)CCCCC3)c(=O)[nH]c1=O	-6
O=C(O)[C@@H]1[C@@H](CO)[C@@H]2Cn3c(ccc(-c4ccccc4F)c3=O)[C@@H]2N1Cc1ccccc1	-10[25 µM]
CCCN(CCC)CC(O)Cn1c2ccccc2c2ccccc21 (stereo not given)	4
C[C@@H]1CN([C@H](C)CO)C(=O)CCCn2nncc2CO[C@@H]1CN(C)S(C)(=O)=O	-4[25 µM]
CCNC(=S)/N=C(\N)Nc1nc(C)c2cc(C)ccc2n1	-6
O=C(O)c1cc(NS(=O)(=O)c2ccc(NC3CCCCC3)c([N+](=O)[O-])c2)cc(C(=O)O)c1	4
Cc1noc(C)c1NC(=O)N(C)C[C@H]1OCc2cnnn2CCCC(=O)N([C@@H](C)CO)C[C@H]1C	1[25 µM]
O=C1c2ccccc2-c2ccc(C(=O)N3CCOCC3)cc21	-27
N#C[C@@H]1[C@H](c2ccc(C3=CCCC3)cc2)[C@H](CO)N1C(=O)C1CC1	-4
c1cnc(NCCSSCCNc2ncccn2)nc1	0
CCOC(=O)Nc1cc(C(=O)OC)ccc1C	11
COc1ccc(S(=O)(=O)N2CCC(C(=O)N[C@@H](C)C(=O)NCc3ccco3)CC2)cc1	3
Cc1cc(C)cc(C(=O)OCC(=O)NCC(F)(F)F)c1	8
C/C=C/c1ccccc1[C@H]1[C@@H](CO)N(S(=O)(=O)c2cccc(F)c2)[C@H]1C#N	-18[25 µM]
C[C@@H]1CN([C@@H](C)CO)C(=O)c2cc(-c3ccccc3)cnc2O[C@@H]1CN(C)C(=O)Nc1ccc2c(c1)OCO2	-7[25 µM]
COCCNC(=O)C1CCCN(Cc2cccc(C(F)(F)F)c2)CC1 (stereo not given)	-3
O=C(COc1ccc([N+](=O)[O-])cc1)Nc1ccc2[nH]c(=O)[nH]c2c1	-3
C[C@@H]1CN([C@@H](C)CO)C(=O)c2cc(N(C)C)ccc2O[C@@H]1CN(C)C(=O)Nc1cccc2ccccc12	-4[25 µM]
CCC(C)C(=O)Nc1cc(C(=O)OC)cc(C(=O)OC)c1 (stereo not given)	7

Structural class, those above with two or more sulfur atoms
smiles	BL2 CD40 inh
CC(=O)N1CCN(C(=O)c2cc(S(=O)(=O)Nc3ccc(S(C)(=O)=O)cc3)ccc2Cl)CC1	2
O=S(=O)(c1cccs1)N1CCCCN2[C@@H](CO)[C@@H](c3ccc(/C=C/c4ccccc4)cc3)[C@@H]2C1	-4[25 µM]
COc1ccc(CN(C)C[C@H]2Oc3c(NS(=O)(=O)c4cccs4)cccc3C(=O)N([C@@H](C)CO)C[C@@H]2C)cc1	4
O=S(=O)(c1ccc(-c2csc(-c3cccnc3)n2)cc1)N1CCCCC1	10
c1cnc(NCCSSCCNc2ncccn2)nc1	0

(more compounds)
smiles	BL2 CD40 inh
COc1cccc(NC(=O)CN2C(=O)NC3(CCCc4ccccc43)C2=O)c1 (stereo not given)	-3
CCC(C)[C@H](NC(=O)CCn1nnc2ccccc2c1=O)C(=O)O (stereo not given in full)	2
CC(=O)c1ccc(OCC(=O)NC(=O)NC2CCCCC2)cc1	21
CCCn1nnc(NC(=O)c2ccco2)n1	-9
Cc1nc2c(OCc3ccc(C#N)cc3)cccn2c1N(C)C(=O)CCC1CCCC1	-3
O=C(CN1C(=O)NC(CCc2ccccc2)C1=O)NC1CC1 (stereo not given)	12
CNCCCC1c2ccccc2C=Cc2ccccc21	19
CC(=O)Nc1ccc(S(=O)(=O)N2CCCC(C(=O)O)C2)cc1 (stereo not given)	11
C[C@@H]1CN([C@@H](C)CO)C(=O)CCCn2cc(nn2)CO[C@H]1CN(C)Cc1ccc2cccnc2c1	2[25 µM]
O=C(c1ccc(OC2CCN(CCc3ccccc3)CC2)cc1)N1CCC(CO)CC1	18
CC1CCC(NC(=O)CN2C(=O)NC3(CCCCC3C)C2=O)CC1 (stereo not given)	-1
C[C@@H]1CN([C@H](C)CO)C(=O)c2cc(NS(=O)(=O)c3cn(C)cn3)ccc2O[C@H]1CN(C)S(=O)(=O)c1ccc(F)cc1	-9[25 µM]
COc1cccc(CNC(=O)[C@@H]2N[C@@H]3c4ccc(/C=C/c5ccccc5)c(=O)n4C[C@@H]3[C@H]2CO)c1	-4[25 µM]
COc1ccc2c3c([nH]c2c1)[C@@H](CO)N(C(=O)C1CCOCC1)CC31CCN(S(C)(=O)=O)CC1	-27[25 µM]
CC(C)NCCCOc1ccc(Cl)cc1Br	28
COCC(=O)Nc1cc([N+](=O)[O-])ccc1OC	2
N#CCCN1CCN(S(=O)(=O)c2ccc(S(=O)(=O)N3CCCC3)cc2)CC1	2
CN(C)/C=N/c1ncc(C(=O)c2ccc3ccccc3c2)s1	-45
Cc1noc(C)c1NC(=O)N1C[C@@H](O)COC[C@@H]2O[C@@H](CC(=O)N3CCc4ccccc4C3)CC[C@H]21	-8[25 µM]
CCOCC(=O)Nc1cc(C(=O)OC)cc(C(=O)OC)c1	2

Cc1ccc(-c2csc3ncnc(-n4nnc5ccccc54)c23)cc1C
  BL2 CD40 inh: 20
Cc1oc(-c2ccccc2)nc1CSc1nc2c(c(=O)[nH]1)CCC2
  BL2 CD40 inh: 14
CCCNC(=O)C1CNc2ccccc2O1 (stereo not given)
  BL2 CD40 inh: -2
O=C(Nc1ccc(OC(F)(F)F)cc1)C1CC(=O)N(Cc2ccco2)C1 (stereo not given)
  BL2 CD40 inh: -2
O=C(C[C@H]1C[C@@H]2c3cc(NC(=O)C4CCC4)ccc3O[C@@H]2[C@@H](CO)O1)NCc1ccc(Cl)cc1
  BL2 CD40 inh: 19[25 µM]
O=C(COc1ccccc1)Nc1nnc(-c2ccco2)o1
  BL2 CD40 inh: 3
CN(Cc1ccccc1)S(=O)(=O)c1cccc2cccnc12
  BL2 CD40 inh: -1
O=C(Nc1ccc(NC(=O)c2ccco2)cc1)c1ccc2c(c1)OCO2
  BL2 CD40 inh: -8
COCCCNS(=O)(=O)c1ccc(Cl)c(C(F)(F)F)c1
  BL2 CD40 inh: 5
CCN1CCN(C2CC(=O)NC2=O)CC1 (stereo not given)
  BL2 CD40 inh: 14
Cc1ccc(-n2nc3c(=O)n(CC(=O)NC4CCCCC4)nc(C)c3c2C)cc1
  BL2 CD40 inh: 16
CCCNC(=O)[C@@H]1N[C@@H]2c3ccc(-c4cccc(F)c4)c(=O)n3C[C@@H]2[C@H]1CO
  BL2 CD40 inh: 2[25 µM]
Nc1nc(-c2ccco2)nn1C(=O)c1ccc(F)cc1
  BL2 CD40 inh: 19
O=C(Nc1nc(-c2ccco2)c(-c2ccco2)s1)c1c(F)cccc1Cl
  BL2 CD40 inh: -2
CCC(C)(C)NC(=O)COc1ccc(C(=O)c2ccccc2)cc1
  BL2 CD40 inh: -4

COc1ccc(C=C(C(=O)O)c2ccc(OC)cc2)cc1
  BL2 CD40 inh: -5
COc1cc(C2C(C(=O)c3ccc(C)o3)=C(O)C(=O)N2Cc2cccnc2)ccc1O (stereo not given)
  BL2 CD40 inh: -24
CN(C)C(=O)c1cc2cc([N+](=O)[O-])ccc2s1
  BL2 CD40 inh: -2
C[C@@H]1CN([C@@H](C)CO)C(=O)c2ccccc2-c2ccccc2CO[C@@H]1CN(C)C(=O)Nc1ccc(F)cc1
  BL2 CD40 inh: -7
CC(=O)c1sc(NC(=O)CSCc2c(C)noc2C)nc1-c1ccccc1
  BL2 CD40 inh: -7
O=C(Nc1cccc(/C=C/c2ccccn2)c1)c1cc(Cl)ccn1
  BL2 CD40 inh: -52
O=C1COc2cc(O)ccc21
  BL2 CD40 inh: 4
CCC(=O)c1ccc(OCC(=O)OCC(=O)NC2CCCCCC2)cc1
  BL2 CD40 inh: -7
CO[C@@H]1CC[C@@H]2CCN(C)C(=O)[C@@H](C)N(C)C(=O)c3cccc(C#N)c3OC[C@H]1O2
  BL2 CD40 inh: 6[25 µM]
COc1cc(CN2CCN(C(=O)CC(C)C)CC2)cc(OC)c1O
  BL2 CD40 inh: 9
Cc1noc(C)c1C(=O)OCC(=O)Nc1ccccc1C(=O)NC(C)c1ccccc1 (stereo not given)
  BL2 CD40 inh: -9
Cc1ccccc1S(=O)(=O)N1[C@H](CO)[C@@H](c2ccc(C#CC3CCCC3)cc2)[C@@H]1C#N
  BL2 CD40 inh: 20
CN(C)C(=O)c1ccc(-c2ccc3c(c2)[C@H]2[C@H](CCN2C(=O)c2ccccc2F)[C@@H](CO)N3)cc1
  BL2 CD40 inh: -52[25 µM]
N#C[C@@H]1[C@H](c2ccccc2-c2cccc(F)c2)[C@@H](CO)N1S(=O)(=O)c1cccc(F)c1
  BL2 CD40 inh: 7[25 µM]
CCC(CC)c1nc(NCCC(=O)O)c2ccccc2n1
  BL2 CD40 inh: 6

Among those listed so far, three contain an aryl thioether with sulfur outside any ring:
CCN(C(=O)CSc1nnc(-c2cccc(Cl)c2)n1N)c1c(N)n(Cc2ccccc2)c(=O)[nH]c1=O
  BL2 CD40 inh: 6
Fc1ccc(-c2nnc(SCc3ncc(-c4ccccc4)o3)n2CC2CCCO2)cc1 (stereo not given)
  BL2 CD40 inh: 12
Cc1oc(-c2ccccc2)nc1CSc1nc2c(c(=O)[nH]1)CCC2
  BL2 CD40 inh: 14

Continuation:
CCC(=O)c1ccc(OCC(=O)Nc2ccc(S(=O)(=O)Nc3cc(C)nc(C)n3)cc2)cc1
  BL2 CD40 inh: 19
CC(C)C#Cc1ccc([C@H]2[C@H]3CN(S(=O)(=O)c4ccccc4)CC(=O)N3[C@H]2CO)cc1
  BL2 CD40 inh: 20[25 µM]
O=C(CCc1ccccc1)n1nc(-c2ccccc2)nc1NCc1ccco1
  BL2 CD40 inh: -3
CC(NS(=O)(=O)c1ccc(Cl)c(Cl)c1)C(=O)Nc1cccnc1 (stereo not given)
  BL2 CD40 inh: -16
Cc1cc2c(OCC(O)CN3CCCC3)cccc2[nH]1 (stereo not given)
  BL2 CD40 inh: 7
O=C(NCCC(=O)N1CCN(S(=O)(=O)c2ccccc2)CC1)c1ccc(Br)cc1
  BL2 CD40 inh: 1
Cn1cnc(S(=O)(=O)Nc2cc(-c3ccc(Cl)cc3)nn2C)c1
  BL2 CD40 inh: -8
CC(C)OC(=O)CCC1(C(=O)O)CCC(=O)NC1 (stereo not given)
  BL2 CD40 inh: 11
CCOc1cc(C=C(C#N)C#N)ccc1Oc1ccc([N+](=O)[O-])cn1
  BL2 CD40 inh: 4
CCC(CC)NC(=O)CN1CCN(S(=O)(=O)c2cccs2)CC1
  BL2 CD40 inh: 0
Cn1c(SCC(=O)c2ccccc2)ncc(C(=O)Nc2ccccc2)c1=O
  BL2 CD40 inh: -3
COc1ccc2c3c(n(C)c2c1)[C@H](CO)NCC31CN(C(=O)CC2CC2)C1
  BL2 CD40 inh: -17[25 µM]
O=C(Nc1cc(S(=O)(=O)N2CCOCC2)ccc1N1CCCC1)c1ccc(Cl)cc1
  BL2 CD40 inh: 14
CC(=O)c1ccccc1NS(=O)(=O)c1c(C)nn(-c2ccccc2)c1C
  BL2 CD40 inh: 19
COc1ccc(-c2csc(-n3cccn3)n2)cc1
  BL2 CD40 inh: -96

CC(C)NC(=O)N(C)C[C@@H]1Oc2ccc(NC(=O)Cc3ccccc3)cc2CC(=O)N([C@H](C)CO)C[C@H]1C
  BL2 CD40 inh: -4[25 µM]
O=C(Nc1cc2c3c(c1)CC(=O)N3CCC2)c1ccc(F)cc1
  BL2 CD40 inh: -9
Cn1c(CNC(=O)c2ccco2)nnc1SCC(=O)Nc1ccc(Cl)cc1
  BL2 CD40 inh: 0
Cc1ccc(S(=O)(=O)N2CCC(C(=O)NNC(=O)c3ccccc3)CC2)cc1
  BL2 CD40 inh: 2
C[C@H](CO)N1C[C@H](C)[C@@H](CN(C)C(=O)Nc2ccccc2C(F)(F)F)OCc2ccccc2-c2c(n(C)c3ccccc23)C1=O
  BL2 CD40 inh: 8[25 µM]
CC(O)CNc1nc(Cl)c(C#N)s1 (stereo not given)
  BL2 CD40 inh: 4
COC(=O)c1cc2c(C)nn(C)c2s1
  BL2 CD40 inh: -1
CC(=O)c1cccc(-c2ccnc3c2CC(C(=O)Nc2ccc4c(c2)OCO4)O3)c1 (stereo not given)
  BL2 CD40 inh: 4
c1ccc2nc(C3=NCCN3)cnc2c1
  BL2 CD40 inh: -6[25 µM]

Compound activity as filed in PubChem.
